Bioassay records deposited in PubChem BioAssay by several laboratories.
CHRM5 PAM: CHRM5 positive allosteric modulation. hit rate 0.3% among 360,000. activation, % at 3 µM. CHO-K1 hM5, Fluo-8 calcium, ACh EC20 PAM; 0% = ACh EC20, 100% = ACh EC100. P08912. AID 624038;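 active = activation above the run cutoff, the mean activation of all test compounds plus 3 SD, cut at about 18% in these data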
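Assay system: CHO-K1 hM5 cells / Incubation: Fluo-8 loading 80 min at 37 °C plus 30 min room temperature / Technique: Fluo-8 calcium dye fluorescence, kinetic read / Repeats: single replicate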
CHRM5 agonist: agonists of human muscarinic M5 receptor (CHRM5); hit rate 0.19% among 360,000; CHO-K1 hM5 cells, Fluo-8 calcium fluorescence; 0% DMSO wells, 100% maximal acetylcholine response; activation, % at 3 µM; P08912;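 active = activation above the run's mean over test compounds plus 3 SD, cut at about 23% in these data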;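 note: signal is peak over basal fluorescence ratio across the kinetic read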
CHO-K1 Ca PAM: nonselective activator or artifact in parental CHO-K1 calcium assay | ATP EC20, Fluo-8 calcium fluorescence; 0% at ATP EC20, 100% at ATP max | activation, % at 3 µM | hit rate 0.02% among 360,000 | AID 602247;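 active = activation above the run cutoff, the mean activation of all test compounds plus 3 SD, cut at about 40% in these data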;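 note: peak over basal fluorescence ratio in a 140 s read after ATP addition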
CRFR2-BP ag: CRF-BP/CRF-R2 complex agonism; HEK293 CRF-R2/CRF-BP, calcium dye fluorescence (FLIPR); percent of saturating CRF peptide response; activation, % at 13.2 µM; hit rate 0.46% among 350,000;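 active = activation of at least 50%, plus an integration ratio under a set limit after plate pattern correction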;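 note: plate controls were neutral control wells without compound for no effect and CRF at EC100 for full effect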
TAAR1 ag: human TAAR1 agonism. CHO RD-HGA16 TAAR1, Fluo-8 calcium fluorescence; vehicle wells 0%, saturating PEA agonist 100%. Q96RJ0. activation, % at 3 µM. AID 624467. hit rate 0.99% among 360,000;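 active = activation above the mean activation of all test compounds in the run plus 3 SD, cut at about 38% in these data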
Target sequence (Q96RJ0 whole entry, looked up): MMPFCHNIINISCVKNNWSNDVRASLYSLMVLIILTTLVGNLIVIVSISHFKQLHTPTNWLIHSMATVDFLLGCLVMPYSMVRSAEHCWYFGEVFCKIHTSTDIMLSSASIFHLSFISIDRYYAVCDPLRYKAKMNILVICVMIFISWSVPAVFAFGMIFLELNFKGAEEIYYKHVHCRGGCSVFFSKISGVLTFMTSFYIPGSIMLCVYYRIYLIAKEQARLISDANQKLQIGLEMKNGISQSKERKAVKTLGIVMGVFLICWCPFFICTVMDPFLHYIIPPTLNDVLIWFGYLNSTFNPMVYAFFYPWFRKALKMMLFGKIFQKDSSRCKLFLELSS
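Test system: RD-HGA16 (CHO) cells co-expressing Gα16 and hTAAR1; dosing: one-point dosing at 3 µM (nominal); timing: 17-24 h seeding, 75 min 37 °C dye, 30 min RT; signal: kinetic Fluo-8 calcium fluorescence; read-out basis: % activation relative to PEA EC100 response; controls: DMSO and PEA EC100; replicates: n 1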
M4 PAM: positive allosteric modulators of human muscarinic M4 receptor; P08173; CHO-K1 hM4/Gqi5, Fluo-8 calcium fluorescence, ACh EC20; 0% = ACh EC20, 100% = maximal ACh; activation, % at 3 µM; hit rate 0.4% among 360,000; AID 624126;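 active = activation above its plate's cutoff, the mean activation of sample wells plus 3 SD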; note: some results filed as inactive read as strong as hits
Target sequence (P08173 whole entry, looked up): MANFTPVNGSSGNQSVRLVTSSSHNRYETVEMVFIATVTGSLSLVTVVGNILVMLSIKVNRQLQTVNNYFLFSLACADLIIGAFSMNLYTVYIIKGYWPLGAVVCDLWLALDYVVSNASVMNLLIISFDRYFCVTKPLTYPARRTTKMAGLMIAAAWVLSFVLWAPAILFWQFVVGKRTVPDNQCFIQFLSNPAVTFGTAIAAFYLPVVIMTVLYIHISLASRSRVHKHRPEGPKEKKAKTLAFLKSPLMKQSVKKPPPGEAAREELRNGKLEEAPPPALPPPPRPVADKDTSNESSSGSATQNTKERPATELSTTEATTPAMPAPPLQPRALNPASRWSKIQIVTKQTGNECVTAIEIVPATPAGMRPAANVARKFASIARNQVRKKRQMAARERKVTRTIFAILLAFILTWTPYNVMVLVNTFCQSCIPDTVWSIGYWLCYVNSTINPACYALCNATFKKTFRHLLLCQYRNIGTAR
CRFBP-R2 block: CRF-BP/CRF-R2 complex antagonism; HEK293 CRF-R2/CRF-BP, CRF-induced calcium fluorescence; inhibition, % at 11.8 µM; hit rate 0.59% among 350,000; AID 588475;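 active = inhibition of the ligand-induced calcium signal above about 50% at the single tested concentration, limit read from the data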
CHRM5 antagonist: CHRM5 antagonism in calcium assay; CHO-hM5 cells, Fluo-8 calcium fluorescence, ACh EC80; inhibition, % at 3 µM; AID 624040; hit rate 0.59% among 360,000;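 active = inhibition above a per-plate cutoff, the mean of that plate's test compounds plus 3 SD, cut at about 27% in these data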;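 note: 0% = acetylcholine EC80 with DMSO and 100% = DMSO without agonist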
TAAR1 antagonist: human TAAR1 antagonism. Q96RJ0. CHO RD-HGA16 TAAR1, Fluo-8 calcium fluorescence, antagonist. inhibition, % at 3 µM. hit rate 1.5% among 360,000;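 active = inhibition above a per-plate cutoff, the mean inhibition of test compounds on that plate plus 3 SD, cut at about 49% in these data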;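 note: 0% = DMSO plus EC80 beta-PEA response and 100% = DMSO alone without agonist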
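Material: CHO RD-HGA16 cells bearing hTAAR1; compound dosing: one-point dosing, 3 µM nominal final; schedule: dye loading 75 min at 37 °C, then 30 min room temperature; measured by: calcium fluorescence with Fluo-8; control set: vehicle and agonist controls; replication: n of 1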
* = called active by the depositor. Not a hit list. Share with any hit: about 4.2%.

Screening CCCC(=O)Nc1cc(-c2nnc(OC)c3ccccc23)ccc1N1CCOCC1 returned CHRM5 PAM -2, CHRM5 agonist -2, CHO-K1 Ca PAM -8, CRFR2-BP ag -1.7, TAAR1 ag 5, M4 PAM 15, CRFBP-R2 block 25, CHRM5 antagonist 7 and TAAR1 antagonist -2.
`O=C(c1cc2n(n1)C(C(F)(F)F)CC(c1ccco1)N2)N1CCN(c2ccccn2)CC1` (stereo not drawn) gave CHRM5 PAM -9, CHRM5 agonist 5, CHO-K1 Ca PAM 12, CRFR2-BP ag 0.6, TAAR1 ag 13, M4 PAM -3, CRFBP-R2 block -5, CHRM5 antagonist 5 and TAAR1 antagonist 19.
Screening CCOC(=O)C1(C)CCCCN1C(=O)c1ccccc1OC (stereo not drawn) returned CHRM5 PAM 4, CHRM5 agonist 1, CHO-K1 Ca PAM 19, TAAR1 ag 2, M4 PAM -1, CHRM5 antagonist -2 and TAAR1 antagonist 3.
Screening COc1cccc(/C=C2\C(=O)N(c3cccc(C)c3)C(=O)c3ccccc32)c1 returned CHRM5 PAM 1, CHRM5 agonist 1, CHO-K1 Ca PAM 13, CRFR2-BP ag 0.8, TAAR1 ag 2, M4 PAM 3, CRFBP-R2 block -37, CHRM5 antagonist -12 and TAAR1 antagonist -1.
Screening Cc1ccc(/C=C2/SC(=S)N(C3CCCCC3)C2=O)o1 returned CHRM5 PAM -2, CHRM5 agonist 0, CHO-K1 Ca PAM 21, CRFR2-BP ag 1.7, TAAR1 ag 8, M4 PAM 9, CRFBP-R2 block 0, CHRM5 antagonist -8 and TAAR1 antagonist -15.
Screening Cc1ccc2c(c1)C(=O)N1[C@H]3c4ccccc4OC[C@@H]3[C@H](c3ccccc3)[C@]1(C)C(=O)N2 returned CHRM5 PAM -36, CHRM5 agonist -6, CHO-K1 Ca PAM 10, CRFR2-BP ag 0.7, M4 PAM -14, CRFBP-R2 block 2 and CHRM5 antagonist 17.
CCCCn1c(C)cc(/C=C(\C#N)C(=O)O)c1C was read as CHRM5 PAM 6, CHRM5 agonist -2, CHO-K1 Ca PAM 1, CRFR2-BP ag -2.0, TAAR1 ag 1, M4 PAM 7, CRFBP-R2 block -1, CHRM5 antagonist -2 and TAAR1 antagonist 0.
Screening COc1ccccc1C1OC(c2cccc([N+](=O)[O-])c2)=NN1C(C)=O (stereo not drawn) returned CHRM5 PAM 4, CHRM5 agonist -2, CHO-K1 Ca PAM 12, CRFR2-BP ag -1.8, TAAR1 ag 12, M4 PAM 3, CRFBP-R2 block 1, CHRM5 antagonist -7 and TAAR1 antagonist 5.
`COCCNC(=O)C1CC(=O)N(CCc2ccccc2)C1` (stereo not drawn) gave CHRM5 PAM 6, CHRM5 agonist -3, CHO-K1 Ca PAM 11, CRFR2-BP ag 22, TAAR1 ag 18, M4 PAM 16, CRFBP-R2 block -7, CHRM5 antagonist -9 and TAAR1 antagonist -26.
NC(=O)CC(NC(=O)Cc1ccc(Cl)cc1)c1ccc(NCc2ccccc2)c([N+](=O)[O-])c1 (stereo not drawn) was read as CHRM5 PAM 8, CHRM5 agonist 1, CHO-K1 Ca PAM 16, CRFR2-BP ag 1.9, TAAR1 ag 3, M4 PAM 9, CRFBP-R2 block -13, CHRM5 antagonist 1 and TAAR1 antagonist 17.

Overlap with the part before: 5 entries, followed by the next part.
Screening Cc1ccc2c(c1)C(=O)N1[C@H]3c4ccccc4OC[C@@H]3[C@H](c3ccccc3)[C@]1(C)C(=O)N2 returned CHRM5 PAM -36, CHRM5 agonist -6, CHO-K1 Ca PAM 10, CRFR2-BP ag 0.7, M4 PAM -14, CRFBP-R2 block 2 and CHRM5 antagonist 17.
CCCCn1c(C)cc(/C=C(\C#N)C(=O)O)c1C was read as CHRM5 PAM 6, CHRM5 agonist -2, CHO-K1 Ca PAM 1, CRFR2-BP ag -2.0, TAAR1 ag 1, M4 PAM 7, CRFBP-R2 block -1, CHRM5 antagonist -2 and TAAR1 antagonist 0.
Screening COc1ccccc1C1OC(c2cccc([N+](=O)[O-])c2)=NN1C(C)=O (stereo not drawn) returned CHRM5 PAM 4, CHRM5 agonist -2, CHO-K1 Ca PAM 12, CRFR2-BP ag -1.8, TAAR1 ag 12, M4 PAM 3, CRFBP-R2 block 1, CHRM5 antagonist -7 and TAAR1 antagonist 5.
`COCCNC(=O)C1CC(=O)N(CCc2ccccc2)C1` (stereo not drawn) gave CHRM5 PAM 6, CHRM5 agonist -3, CHO-K1 Ca PAM 11, CRFR2-BP ag 22, TAAR1 ag 18, M4 PAM 16, CRFBP-R2 block -7, CHRM5 antagonist -9 and TAAR1 antagonist -26.
NC(=O)CC(NC(=O)Cc1ccc(Cl)cc1)c1ccc(NCc2ccccc2)c([N+](=O)[O-])c1 (stereo not drawn) was read as CHRM5 PAM 8, CHRM5 agonist 1, CHO-K1 Ca PAM 16, CRFR2-BP ag 1.9, TAAR1 ag 3, M4 PAM 9, CRFBP-R2 block -13, CHRM5 antagonist 1 and TAAR1 antagonist 17.
For Cc1ccc2c(c1)cc(CN(Cc1ccc3c(c1)OCO3)C(=O)c1cnccn1)c1nnnn12 the results were CHRM5 PAM -11, CHRM5 agonist 0, CHO-K1 Ca PAM 7, CRFR2-BP ag 1.5, TAAR1 ag 19, M4 PAM -6, CRFBP-R2 block 3, CHRM5 antagonist 2 and TAAR1 antagonist -4.
`CC1=C(C)[N+](=O)C2CCCCC2N1[O-]` (stereo not drawn) gave CHRM5 PAM 5, CHRM5 agonist 3, CHO-K1 Ca PAM -4, CRFR2-BP ag -0.6, TAAR1 ag 12, M4 PAM 3, CRFBP-R2 block 0, CHRM5 antagonist 0 and TAAR1 antagonist 10.
`O=C(CCc1ccc(CCC(=O)c2cccs2)s1)c1cccs1` gave CHRM5 PAM -9, CHRM5 agonist -1, CHO-K1 Ca PAM 20, CRFR2-BP ag 1.2, TAAR1 ag -4, M4 PAM 1, CRFBP-R2 block 3, CHRM5 antagonist 5 and TAAR1 antagonist 17.
`COc1ccc(CCNC(=O)c2nnn(CC(=O)Nc3ccc(C)cc3C)c2N)cc1OC` gave CHRM5 PAM -5, CHRM5 agonist -3, CHO-K1 Ca PAM 7, CRFR2-BP ag -0.1, TAAR1 ag -1, M4 PAM 0, CRFBP-R2 block -17, CHRM5 antagonist -4 and TAAR1 antagonist -48.
`CCCCC(=O)N(C)c1c(CC)nc2c(OCc3ccc(C#N)cc3)cccn12` gave CHRM5 PAM -8, CHRM5 agonist -4, CHO-K1 Ca PAM 14, TAAR1 ag -1, M4 PAM -4, CHRM5 antagonist 6 and TAAR1 antagonist -18.
`CC1=C(C(=O)N2CCOCC2)CC(CC(=O)NCCCN(C)C)C(=O)N1CCC1=CCCCC1` (stereo not drawn) gave CHRM5 PAM 0, CHRM5 agonist 1, CHO-K1 Ca PAM 10, CRFR2-BP ag -0.4, TAAR1 ag 4, M4 PAM 4, CRFBP-R2 block 2, CHRM5 antagonist 4 and TAAR1 antagonist -5.
For CCN(CCCNC(=O)C1CCN(S(=O)(=O)c2c(C)[nH]c(=O)[nH]c2=O)CC1)c1cccc(C)c1 the results were CHRM5 PAM 0, CHRM5 agonist -7, CHO-K1 Ca PAM 9, CRFR2-BP ag 0.7, M4 PAM -1, CRFBP-R2 block 15 and CHRM5 antagonist 11.
COC(=O)c1c(-c2cccc3ccccc23)csc1NC(=O)Cc1ccc(OC)c(OC)c1 was read as CHRM5 PAM -15, CHRM5 agonist -2, CHO-K1 Ca PAM 15, CRFR2-BP ag 3.8, TAAR1 ag 5, M4 PAM -13, CRFBP-R2 block 0, CHRM5 antagonist 9 and TAAR1 antagonist 24.
O=C(NC(=S)NCCc1ccccc1)c1ccccc1 was read as CHRM5 PAM -5, CHRM5 agonist -5, CHO-K1 Ca PAM 15, CRFR2-BP ag -0.1, M4 PAM 4, CRFBP-R2 block -6 and CHRM5 antagonist 9.
COC(=O)c1ccc(NC(=O)c2c(Br)cnn2C)cc1 was read as CHRM5 PAM -3, CHRM5 agonist 3, CHO-K1 Ca PAM -15, CRFR2-BP ag -0.5, TAAR1 ag 0, M4 PAM -9, CRFBP-R2 block 2, CHRM5 antagonist 13 and TAAR1 antagonist -6.
For Cn1c(CSCc2ccc(F)cc2)nnc1SCC(=O)Nc1nccs1 the results were CHRM5 PAM -11, CHRM5 agonist 9, CHO-K1 Ca PAM 9, CRFR2-BP ag -1.4, TAAR1 ag 20, M4 PAM -15, CRFBP-R2 block -5, CHRM5 antagonist 5 and TAAR1 antagonist 35.
O=C(c1cccc(C(=O)N(c2ccccn2)C2CCCCC2)c1)N(c1ccccn1)C1CCCCC1 was read as CHRM5 PAM -9, CHRM5 agonist -9, CHO-K1 Ca PAM 11, CRFR2-BP ag -15, TAAR1 ag -2, M4 PAM 14, CRFBP-R2 block -5, CHRM5 antagonist 0 and TAAR1 antagonist -1.
For CCC(C)(C)n1nnnc1CN(Cc1cc2cc(OC)c(OC)cc2[nH]c1=O)C1CCCC1 the results were CHRM5 PAM -4, CHRM5 agonist 3, CHO-K1 Ca PAM 17, CRFR2-BP ag 6.0, TAAR1 ag 3, M4 PAM -1, CRFBP-R2 block 8, CHRM5 antagonist 4 and TAAR1 antagonist -2.
COc1ccc(-c2nc(C#N)c(NCCCn3ccnc3)o2)cc1OC was read as CHRM5 PAM 3, CHRM5 agonist 2, CHO-K1 Ca PAM 20, CRFR2-BP ag 1.7, TAAR1 ag 2, M4 PAM 0, CRFBP-R2 block 4, CHRM5 antagonist -3 and TAAR1 antagonist -15.
`O=C(CCSCc1cccc(Cl)c1)NC1CCCC1` gave CHRM5 PAM -4, CHRM5 agonist -3, CHO-K1 Ca PAM 23, CRFR2-BP ag -1.2, TAAR1 ag -1, M4 PAM 6, CRFBP-R2 block -7, CHRM5 antagonist 7 and TAAR1 antagonist -7.
Screening COc1cc(C(=O)Nc2nc3ccc(S(=O)(=O)N4CCOCC4)cc3s2)cc(OC)c1OC returned CHRM5 PAM -11, CHRM5 agonist 6, CHO-K1 Ca PAM -5, CRFR2-BP ag -1.0, TAAR1 ag 19, M4 PAM 9, CRFBP-R2 block 21, CHRM5 antagonist 16 and TAAR1 antagonist 13.
For CC(=O)c1c(C)[nH]c(C(=O)OCc2nc3ccsc3c(=O)[nH]2)c1C the results were CHRM5 PAM -5, CHRM5 agonist 1, CHO-K1 Ca PAM 9, CRFR2-BP ag -0.4, TAAR1 ag 4, M4 PAM 0, CRFBP-R2 block -1, CHRM5 antagonist 2 and TAAR1 antagonist 13.
For COc1cc2c(cc1NC(=O)c1cccc(F)c1)CCCC2 the results were CHRM5 PAM -1, CHRM5 agonist -5, CHO-K1 Ca PAM -12, CRFR2-BP ag -0.5, TAAR1 ag 2, M4 PAM -4, CRFBP-R2 block 24, CHRM5 antagonist 0 and TAAR1 antagonist -4.
